SSB-PriA inh = inhibitors of Klebsiella pneumoniae PriA binding to SSB C-terminal tail; inhibition, % at 33 µM; 430,000 compounds, 0.6% hits; AlphaScreen SSBct-PriA binding, biotinylated peptide; in the data active = inhibition mostly above about 37%, no sharp cut-off; inactive = mostly below about 20%;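 note: plate controls were negative control peptide for no effect and reference peptide for full effect; strong numbers were not always called active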
Numbers without * were called inactive; & = joins results of further samples.

item	structure	SSB-PriA inh
1	O=C(CCCS(=O)(=O)c1ccc(F)cc1)Nc1nnc(Cc2ccc(Cl)s2)o1	11
2	COc1ccccc1OCC#CCNC(=O)C1CC=CCC1 (stereo not drawn)	-2
3	Cc1cc(NC(=O)Cc2cccs2)n(-c2nc3c(cnn3-c3ccc(F)cc3)c(=O)[nH]2)n1	-17&-10
4	COc1ccc(N2CCCS2(=O)=O)cc1NC(=O)C(=O)NCCC(C)C	13
5	COc1ccc(-c2csc(NC(=O)c3cc(C)on3)n2)cc1OC	-9
6	CCC(N)CN1CCOCC1 (stereo not drawn)	-5
7	Cc1ccccc1-n1cc(C(=O)N2CCC(NC(=O)CC3CCCCC3)CC2)nn1	-12
8	CCCc1nnc(NC(=O)CSc2ncc(-c3ccccc3)[nH]2)s1	20
9	Cc1[nH]c(=O)c(C(=O)Nc2nc3c(s2)CCCC3)c(O)c1C	-9
10	CCn1c(SCC(=O)NN=C(C)c2ccncc2)nnc1-c1ccccc1	-2
11	Cc1cccc(Nc2nc(C(=O)O)cs2)n1	7
12	CCc1ccc(-c2cc3c(=O)n(Cc4nc(-c5ccc(Br)cc5)no4)ccn3n2)cc1	-16
13	Cc1ccc(C(=O)NN=Cc2ccncc2)s1	-1
14	CCN1CCN(C(=O)N2CCN(c3cc(C4CC4)nn3C)CC2)C(=O)C1=O	-7
15	COc1cccc(N2C=C(C#N)S(=O)(=O)c3ccc(Cl)cc32)c1	-6
16	Cc1nc(C)c(C(=O)N2CCCCC(c3ccc(F)cc3)C2)s1 (stereo not drawn)	-1
17	Cc1ccccc1CSC1=NCCN1C(=O)c1ccccc1F	-10
18	Cc1cc(-c2cccs2)nn1CCNC(=O)N1CCOCC1	-4
19	COCCn1c(SCc2ccc(C(=O)OC)o2)nc2c([nH]c3ccccc32)c1=O	0
20	CC(=O)c1cccc(NC(=O)c2cc3nc(C)ccc3o2)c1	-5
21	CCOc1ccc(-c2noc(-c3oc4ccc(S(=O)(=O)N5CCSCC5)cc4c3C)n2)cc1	-14
22	CCS(=O)(=O)N1CCc2ccc(NS(=O)(=O)c3ccc(F)c(C)c3)cc2C1	-26
23	CCn1cc(C(=O)N2CCc3cnc(N4CCOCC4)nc3C2)c(=O)c2ccc(C)nc21	-5
24	CCOc1ccc(C(=O)NN=Cc2cc([N+](=O)[O-])cs2)cc1	-3
25	Cc1nc(SCc2nc(-c3ccc4c(c3)OCO4)no2)[nH]c(=O)c1CCO	-7&-2
26	C[C@H](O)c1cc(Br)ccc1O	-7
27	O=C1CC(NC(=O)N2CCc3ccccc32)CN1c1cccc(F)c1 (stereo not drawn)	3
28	COc1ccc2oc(C(=O)N3CCC(Oc4nccnc4OC)C3)cc2c1 (stereo not drawn)	0
29	Cc1nc2sc3c(c2c(=O)n1N=Cc1ccco1)CCCC3	-5
30	CCOc1ccc(-c2nc(NC(=O)c3ccno3)sc2C)cc1	6
31	CS(=O)(=O)N1CCC(C(=O)Nc2nc3c(s2)COc2ccccc2-3)CC1	-16
32	Cn1ccnc1S(=O)(=O)C1CCN(S(=O)(=O)c2ccc3c(c2)OCCO3)CC1	-8
33	O=C(COc1ccc(Cl)cc1)OCc1cc(-c2cccs2)on1	-20&-2
34	CCOc1ccccc1NC(=O)Cn1cccc(-c2nc(-c3ccc(Br)cc3)no2)c1=O	-20&-11
35	Cc1cc(C)c2nc(C)cc(NC(=O)c3ccncc3)c2c1	4
36	Cc1cccc(S(=O)(=O)Nc2ccc(F)cc2)c1	-11

Four structures already listed, sorted by SMILES length, rising.
item	structure	SSB-PriA inh
26	C[C@H](O)c1cc(Br)ccc1O	-7
36	Cc1cccc(S(=O)(=O)Nc2ccc(F)cc2)c1	-11
30	CCOc1ccc(-c2nc(NC(=O)c3ccno3)sc2C)cc1	6
27	O=C1CC(NC(=O)N2CCc3ccccc32)CN1c1cccc(F)c1 (stereo not drawn)	3

Next section
item	structure	SSB-PriA inh
37	Cc1ccc(C)c(S(=O)(=O)Nc2cnn(CC3COc4ccccc4O3)c2)c1 (stereo not drawn)	-22
38	COc1cc([N+](=O)[O-])cc2sc(NC(=O)c3ccc(Br)cc3F)nc12	-18
39	CN(C)S(=O)(=O)c1ccc(NC(=O)c2cncc(Br)c2)cc1	-1
40	COCCN1CCC(CNC(=O)C(=O)Nc2ccccc2)CC1	-19
41	O=[N+]([O-])c1ccccc1/C=C/C=NNc1ccc(S(=O)(=O)Nc2ccc(Cl)cc2)cc1[N+](=O)[O-]	8
42	Cc1cc(O)c(C(c2cccs2)c2c(O)cc(C)[nH]c2=O)c(=O)[nH]1	-7
43	CCOC(=O)c1ccc(N=Cc2ccc(OC(=O)c3ccc(F)cc3)c(OC)c2)cc1	-12
44	COC(=O)c1sccc1S(=O)(=O)N1CCc2nc3ccc(F)cn3c(=O)c2C1	-2
45	Cn1cnnc1SCC(=O)Nc1nccs1	7
46	O=S(=O)(c1ccc2c(c1)OCCO2)N(Cc1cnc2ccccn12)C1CC1	12
47	Cn1cccc1C(O)CNC(=O)c1cc(=O)c2ccccc2o1 (stereo not drawn)	2
48	CCCN(CCC)c1ccc(C(=S)N2CCN(C(=S)Nc3ccccc3)CC2)cc1	-2

Quoted from the listing.
Under SSB-PriA inh, Cc1nc(C)c(C(=O)N2CCCCC(c3ccc(F)cc3)C2)s1 (stereo not drawn) reads -1
Under SSB-PriA inh, CCOc1ccccc1NC(=O)Cn1cccc(-c2nc(-c3ccc(Br)cc3)no2)c1=O reads -20&-11
Under SSB-PriA inh, Cc1cccc(S(=O)(=O)Nc2ccc(F)cc2)c1 reads -11
Under SSB-PriA inh, Cn1cnnc1SCC(=O)Nc1nccs1 reads 7

More results follow.
item	structure	SSB-PriA inh
49	CC1CCCC(=NNC(=O)COc2ccc(Cl)cc2Cl)C1 (stereo not drawn)	2
50	O=C(COc1ccc(Cl)cc1)NCC1CCN(Cc2cccs2)CC1	-18
51	O=C(Nc1ncc(Cc2cccc(C(F)(F)F)c2)s1)C1COc2ccccc2C1 (stereo not drawn)	6
52	O=C(CC(NCc1cccnc1)C(=O)O)Nc1ccc2ccccc2c1 (stereo not drawn)	6
53	O=C(Cc1ccccc1)Nc1nnc(-c2cc(Cl)ccc2Cl)o1	-5
54	Cn1cccc(C(=O)N2CCC(c3nnc(-c4ccc(F)cc4)o3)CC2)c1=O	10
55	Cc1nc(SCc2cccc(Cl)c2)[nH]c(=O)c1CC(N)=O	7
56	O=C(NCC1(O)Cc2ccccc2C1)C(=O)Nc1ccc(C(F)(F)F)cc1	-3
57	Cc1ccccc1NC(=O)C1C(c2cccs2)C(C#N)=C(SCC(=O)Nc2ccccc2)NC1(C)O (stereo not drawn)	2
58	Nc1c(C(=O)Nc2ccc(OC(F)(F)F)cc2)oc2ccccc12	4
59	O=C(NCC(O)Cn1ccccc1=O)c1ccsc1 (stereo not drawn)	-6
60	O=C(NNc1nc2c(Cl)cccc2s1)c1coc2ccccc2c1=O	4

Shown field by field: entries from further up.
57. Cc1ccccc1NC(=O)C1C(c2cccs2)C(C#N)=C(SCC(=O)Nc2ccccc2)NC1(C)O (stereo not drawn)
  SSB-PriA inh = 2

51. O=C(Nc1ncc(Cc2cccc(C(F)(F)F)c2)s1)C1COc2ccccc2C1 (stereo not drawn)
  SSB-PriA inh = 6

58. Nc1c(C(=O)Nc2ccc(OC(F)(F)F)cc2)oc2ccccc12
  SSB-PriA inh = 4

59. O=C(NCC(O)Cn1ccccc1=O)c1ccsc1 (stereo not drawn)
  SSB-PriA inh = -6

(cont.)
item	structure	SSB-PriA inh
61	COc1ccc(N2CC(NC(=O)c3ccccc3F)CC2=O)cc1OC (stereo not drawn)	1
62	O=C(NCCn1nc(-c2ccncc2)c2c1CCCC2)c1ccccc1Br	-4
63	CNCCn1ccc2ccccc21	-10&0
64	O=C(Cc1c(F)cccc1Cl)N1CCc2nc3ccc(F)cn3c(=O)c2C1	2
65	Cc1nc(-c2ccc(S(=O)(=O)Nc3cnc(N(C)C)nc3)s2)cs1	-10
66	COc1ccc(C=NNC(=S)Nc2cc(C(F)(F)F)ccc2Cl)cc1	-3
67	COc1cccc(NC(=O)Cn2ncn3nc4c(c3c2=O)CCCC4)c1	5
68	COc1cccc(N2C(=O)CCC2=O)c1	10
69	COc1cc(-c2nc(COC(=O)c3nnn(-c4ccc(F)cc4)c3C)c(C)o2)cc(OC)c1OC	15
70	CN(C)C(=O)C1CCNCC1	39*
71	Cc1cccc(Cn2c(SCc3c(F)cccc3Cl)nc3c2c(=O)[nH]c(=O)n3C)c1	-10
72	CC(C)c1nnc(C2CCN(C(=O)c3ccncc3)CC2)o1	-12
73	CC(=NNC(=O)c1cc2ccccc2cc1O)c1cc2ccccc2o1	-8
74	CS(=O)(=O)N1CCN(C(=O)c2cnn3c2OCCC3)CC1	6
75	Cc1ccc2nc(C3CN(S(=O)(=O)c4ccccc4F)C3)[nH]c2c1	-5
76	Cc1c(-n2c(SCC(=O)N(c3ccccc3)C(C)C)nc3sc4c(c3c2=O)CCCC4)c(=O)n(-c2ccccc2)n1C	-10&4
77	O=C(Cc1cccs1)NCCCn1ccnc1-c1ccccc1	-12
78	CC(=O)ON=C(N)c1ccc(-c2csnn2)cc1	-5
79	Cc1cccc(C(=O)Oc2ccccc2C=NNc2ccc([N+](=O)[O-])cc2)c1	-1
80	O=C(C[C@H]1CCCCN1S(=O)(=O)c1ccc(F)cc1)NC1CCCCCC1	2
81	O=C(CSc1ccc(-c2ccccn2)nn1)Nc1ccccc1Cl	65*
82	CC(C)(C)C(=O)N1CCC(n2ccnn2)CC1	-9
83	CC(C)C(=O)Nc1ccc(SCC(=O)Nc2ccccc2Cl)nn1	-16
84	Cc1ccccc1C(=O)Nc1ccc2c(c1)N(CCC(C)C)C(=O)C(C)(C)CO2	26

2 entries picked at random from those above:
item	structure	SSB-PriA inh
74	CS(=O)(=O)N1CCN(C(=O)c2cnn3c2OCCC3)CC1	6
73	CC(=NNC(=O)c1cc2ccccc2cc1O)c1cc2ccccc2o1	-8

Additional structures:
item	structure	SSB-PriA inh
85	O=C(NCc1cccs1)C(=O)NCC(c1ccsc1)N1CCc2ccccc2C1 (stereo not drawn)	-8&18
86	COc1ccc(C=NNC(=O)Cn2nnc3ccccc32)cc1OC	-8
87	Cn1c(=O)c(C(=O)Nc2ccc(F)cc2F)cc2cccnc21	1
88	Cc1ccc2oc(=O)c(S(=O)(=O)c3ccc(F)c(Cl)c3)cc2c1	-2
89	O=C(Nc1ccc2c(=O)c3ccccc3oc2c1)c1cccs1	10
90	O=C(Nc1ccc(-c2csc(Nc3cccnc3)n2)cc1)c1cccc(-n2cccn2)c1	-16
91	O=C(CSc1ccc2nnc(-c3ccncc3)n2n1)N1CCOCC1	-8
92	CC(=O)C(=NNc1cccc(Cl)c1)Sc1cccc2cccnc12	-5
93	Cc1ccc(-c2nnc(Cn3cnc4ccccc43)o2)cc1	15
94	COc1ccc(C=NNC(=O)CCc2ccccc2)cc1O	-20
95	O=S(=O)(/C=C/c1ccccc1)N1CCC(Oc2ncccc2Cl)CC1	-12
96	O=C1C(Sc2ccc(Cl)cc2)C(C(F)(F)F)=NN1c1ccccc1 (stereo not drawn)	-18&7
97	Cn1nc(CNC(=O)CSCc2ccccc2)c2c1CCOC2	-11
98	NC(=O)c1ccccc1OCC#CCNC(=O)C1c2ccccc2Oc2ccccc21	13
99	COc1ccc(-c2cc(N3CCC(C(=O)NCc4nc5ccccc5[nH]4)CC3)ncn2)cc1	-18
100	CS(=O)(=O)NCc1ccc(C(=O)c2cccs2)s1	-2
101	C=CCOc1ccc(C=NNC(=O)C(C)Sc2ccccn2)cc1OC (stereo not drawn)	1
102	Cc1ccc2[nH]c3c(=O)n(CCC(=O)NCc4cccs4)cnc3c2c1	-17&-7
103	O=C(CC(NCCCO)C(=O)O)Nc1cccc(C(F)(F)F)c1 (stereo not drawn)	-3
104	CC(=O)c1c(C)cn(CC(O)CN2CCNCC2)c1C (stereo not drawn)	2
105	CCOC(=O)c1ccc(-n2c(C)c3cnc4nn(-c5ccccc5)c(=O)c-4cc3c2C)cc1	-3
106	Cc1cc(C(=O)Nc2nc(-c3cc4ccccc4o3)cs2)n(C)n1	-3
107	Cc1[nH]c2ccccc2c1C=NNS(=O)(=O)c1ccccc1	7
108	O=C(Nc1nc2c(s1)Cc1ccccc1-2)c1ccc(S(=O)(=O)N2CCCCC2)cc1	-2
109	CC(=NNC(=S)NCc1ccccc1)c1cccc(Br)c1	-1
110	C/C=C/C(=O)Nc1cc(C)nn1-c1nc2c(c(=O)[nH]1)CCC2	23
111	NC(=NOC(=O)c1cccc2ccccc12)c1ccc(Br)cc1	-31
112	CC(C)c1ccc(-c2csc(NC(=O)c3ccc(S(=O)(=O)N(C)C)cc3)n2)cc1	-4
113	CC(C)c1nnc(NC(=O)c2ccc(Cl)c([N+](=O)[O-])c2)s1	-15
114	CO[C@@H](CNC(=O)C(=O)Nc1cccc(Cl)c1C)c1ccco1	-3
115	COC(=O)c1ccc2nc(NC(=O)c3cc(Cl)sc3Cl)sc2c1	-20
116	Cc1csc(C(=O)NCC[C@H](O)c2cccs2)c1	-13
117	Cc1cccc(C(=O)ON=C(c2ccccc2)c2cccnc2)c1	-8
118	NC(=O)C1CCN(Cc2ccccn2)CC1	-6
119	Cn1nc(-c2cccc(NS(=O)(=O)c3ccc(F)c(Cl)c3)c2)ccc1=O	13
120	NS(=O)(=O)c1ccc2c(c1)C(=O)c1ccccc1C2=O	11
121	O=C(CCCn1nc(-c2cccnc2)ccc1=O)Nc1ccc(OC(F)(F)F)cc1	-7
122	CCCc1nnc(SCC(=O)Nc2cc(Cl)ccc2OC)n1-n1cccc1	-3
123	O=C1CN(C(=O)C2CCCCN2S(=O)(=O)c2cccs2)c2ccccc2N1 (stereo not drawn)	1
124	Cc1cccc(-c2noc(CN3C(=O)COc4cc(Cl)ccc43)n2)c1	-11
125	COc1ccc(-c2ccc(=O)n(CCNC(=O)C(C)Oc3ccc4c(c3)OCO4)n2)cc1 (stereo not drawn)	-7&8
126	Cc1ccc(-n2c(C)nc3ccc(NC(=O)Cc4cccc(C)c4)cc3c2=O)cc1	16

The list is partial. The share of hits here may be higher or lower than overall.
